aSyn rescue: qHTS of alpha-syn Inhibitors | Yeast expressing alpha-synuclein, growth rescue, BacTiter-Glo, 24 h | Potency, µM (series often up to 46.1 µM), for inactives: at the top dose growth rescue (activation), most hits filed as activators | hit rate 0.14% among 370,000; also: potency is read from the fitted curve at half-maximal effect; % of control where 0% means no effect; nearly all actives have a fitted effect of over 65% in size
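Readout is rescue of growth in alpha-synuclein-expressing yeast, so inhibitors of toxicity appear as activators. Growth after 24 hr at 30 deg C in galactose medium is quantified by luminescence.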
GLP1R cytotox: qHTS of GLP-1 Receptor Inverse Agonists: Cytotox Screen; HEK293 cAMP-luciferase reporter cells, luminescence, 24 h; Potency, µM (series often up to 38.3 µM), without a hit: at the highest dose activity change, negative = inhibition, usual class: inhibitors; hit rate 0.13% among 410,000; AID 624418, 2012;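 also: loss of luciferase light is scored as toxicity; potency is read from the fitted curve at half-maximal effect; % is scaled to controls: 0 for no effect and ±100 for the full control effect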
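Step one: seed cells (200 cells/uL, DMEM with 10% Nu serum, 1% pen-strep). Step two: 12-hour incubation at 37 deg C. Step three: pin 23 nL compound, incubate 24 hr. Step four: add luciferase reagent, read luminescence 12 min later.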
GLP1R inv ag: qHTS of GLP-1 Receptor Inverse Agonists (Inhibition Mode); HEK293 GLP-1R CRE-luciferase, luminescence, 24 h; GLP-1R form is constitutively active; hit rate 1.6% among 410,000; AID 624417, 2012; Glucagon-like peptide 1 receptor (Homo sapiens), P43220; Potency, µM (doses to about 38.3 µM), for inactives: top-dose activity change, negative = inhibition, usual class: inhibitors; also: potency is read from the fitted curve at half-maximal effect; % is scaled to controls: 0 for no effect and ±100 for the full control effect; nearly all actives have a fitted effect of over 55% in size
Target sequence (P43220 whole entry, looked up): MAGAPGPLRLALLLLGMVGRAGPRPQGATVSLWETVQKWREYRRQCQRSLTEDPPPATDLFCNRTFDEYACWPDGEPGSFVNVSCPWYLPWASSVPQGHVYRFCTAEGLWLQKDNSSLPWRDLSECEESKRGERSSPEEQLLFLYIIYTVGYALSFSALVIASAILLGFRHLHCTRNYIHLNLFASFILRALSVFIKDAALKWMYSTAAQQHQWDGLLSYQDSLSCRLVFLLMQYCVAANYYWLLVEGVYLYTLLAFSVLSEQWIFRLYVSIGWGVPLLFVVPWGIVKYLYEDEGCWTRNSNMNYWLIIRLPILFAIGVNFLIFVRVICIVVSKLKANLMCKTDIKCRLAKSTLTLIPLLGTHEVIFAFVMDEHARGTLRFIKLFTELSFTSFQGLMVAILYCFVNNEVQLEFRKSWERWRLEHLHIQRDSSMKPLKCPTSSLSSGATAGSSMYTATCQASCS
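Inverse agonists were sought by their lowering of basal cAMP reporter luciferase output in HEK293 cells stably carrying constitutively active human GLP-1R, after 24 h compound treatment.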
Abeta rescue: qHTS for compounds that reverse cellular toxicity of Amyloid beta (A-beta) peptide in yeast: Primary Screen; hit rate 0.063% among 410,000; Potency, µM (doses to about 46.1 µM), for the others: top-dose growth rescue, most hits filed as activators; yeast expressing A-beta42, growth rescue, OD600, 48 h; response scale: 0% DMSO, 100% iron-clioquinol control; also: potency is read from the fitted curve at half-maximal effect; nearly all actives have a fitted effect of over 55% in size
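Yeast A-beta toxicity model in growth medium with pinned compounds, 48 h at 30 C; growth read as absorbance at 600 nm. Normalized to FeCl3/clioquinol equimolar mix (positive) and DMSO (negative).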
TDP43 rescue: qHTS of TDP-43 Inhibitors. TDP-43 expressing yeast growth rescue, BacTiter-Glo, 24 h. Potency, µM (series often up to 46.1 µM), without a hit: top-dose growth rescue (activation), usual class: activators. hit rate 1.8% among 410,000. AID 652104, 2013; also: potency is read from the fitted curve at half-maximal effect; % of control where 0% means no effect; nearly all actives have a fitted effect of over 50% in size
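Galactose-induced TDP-43 yeast, OD600=0.02, compound pinned; 24 hr, 30 deg C; BacTiter-Glo luminescence for growth. Inhibitors of TDP-43 toxicity read as activators.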
FUS yeast rescue: qHTS for Suppressors of FUS Proteinopathy: Primary screen using FUS-linked yeast assay. S. cerevisiae FUS-expressing, growth rescue, OD600, 24 h. Potency, µM (doses to about 76.6 µM), inactives show at the top dose growth rescue (activation), most hits filed as activators. hit rate 0.24% among 390,000. AID 1347120, 2019;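 also: potency is read from the fitted curve at half-maximal effect; plate controls were DMSO vehicle for no effect and reference control for full effect; nearly all actives have a fitted effect of over 55% in size; some results filed as inactive show a strong effect at the top dose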
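Restored growth of FUS-toxic S. cerevisiae, read as 600 nm absorbance after 24 h at 30C in galactose medium (starting OD 0.005). Controls CP55940 and DMSO.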
Mm-Cpn inhibitor: Inhibitors of TCP-1 ring complex (TRiC) of Methanococcus maripaludis (MmCpn): qHTS | Chaperonin Mm-Cpn (Methanococcus maripaludis) | purified Mm-Cpn ATPase, ADP Transcreener TR-FRET | Potency, µM (titrated, usually from 76.9 µM), inactives show top-dose activity, negative = inhibition, most hits filed as inhibitors | hit rate 0.031% among 330,000 | AID 504842, 2011; also: potency is read from the fitted curve at half-maximal effect; % is scaled to controls: 0 for no effect and ±100 for the full control effect; nearly all actives have a fitted effect of over 80% in size
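Inhibition of chaperonin ATP hydrolysis is measured as reduced ADP production, detected by competitive TR-FRET in which signal falls with ADP. Final enzyme 25 nM and ATP 10 uM, reacted 30 min at 37°C.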
PTHR1 ag: qHTS for PTHR1 Agonists: Primary Screen; Potency, µM (highest dose often 115 µM), for the others: at the highest dose activation, most hits filed as activators; AID 743266, 2014; HEK293 GP2 PTHR1 cells, GloSensor cAMP luminescence, 1 h; hit rate 0.075% among 410,000; Parathyroid hormone/parathyroid hormone-related peptide receptor (Homo sapiens), Q03431; also: potency is read from the fitted curve at half-maximal effect; nearly all actives have a fitted effect of over 55% in size; some results filed as inactive show a strong effect at the top dose; inactives centre near -15; many of its hits are not listed in these tables
Target sequence (Q03431 whole entry, looked up): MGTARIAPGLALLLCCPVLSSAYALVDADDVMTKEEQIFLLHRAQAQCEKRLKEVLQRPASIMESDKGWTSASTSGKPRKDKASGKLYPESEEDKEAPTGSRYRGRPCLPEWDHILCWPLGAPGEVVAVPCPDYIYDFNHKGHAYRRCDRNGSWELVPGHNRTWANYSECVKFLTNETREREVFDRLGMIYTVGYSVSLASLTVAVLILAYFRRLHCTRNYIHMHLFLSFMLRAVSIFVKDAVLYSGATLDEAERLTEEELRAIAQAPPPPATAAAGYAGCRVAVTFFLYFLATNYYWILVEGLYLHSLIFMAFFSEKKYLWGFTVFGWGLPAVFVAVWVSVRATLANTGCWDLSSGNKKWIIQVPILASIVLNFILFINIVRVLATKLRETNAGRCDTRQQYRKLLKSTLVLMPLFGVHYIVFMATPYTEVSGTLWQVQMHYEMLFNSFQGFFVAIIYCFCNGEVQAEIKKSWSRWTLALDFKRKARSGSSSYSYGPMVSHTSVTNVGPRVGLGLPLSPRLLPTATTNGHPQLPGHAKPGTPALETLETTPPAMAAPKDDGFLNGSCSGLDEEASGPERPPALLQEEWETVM
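HEK-293-derived GP2 cells expressing PTHR1 and a GloSensor cAMP reporter, 3,000/well, plated overnight, given luciferin plus IBMX (each 0.5 mM as added) for 1 h at 37 °C, then compound for 1 h at 37 °C. Luminescence was read after 15 min at room temperature.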
Akt phos inh: HTS Assay for Inhibitors of Akt Phophorylation: Primary Screen; Neuro2A IGF-stimulated pAkt S473 HTRF, 20 min; active compounds read low; activity change, % for hits at 50 µM; hit rate 0.32% among 360,000; in the data active = activity change below about -80%; inconclusive = mostly about -51% to -80%; also: % is scaled to controls: 0 for no effect and ±100 for the full control effect
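Neuro2A cells (4,500/well, DMEM with 0.5% FBS) were treated with compound at a single 50 µM final concentration, stimulated with 6 nM IGF for 20 min at 37 °C, and lysed. Phospho-Akt Ser473 was read by HTRF as 665/615 ratio ×10^4.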
Numbers without * were called inactive; i = inactive; ? = inconclusive; · = not tested or not shown; & = joins results of further samples; [ ] = another dose, or the depositor's remark. Unless noted, calls follow the shape of the dose curve; as a rule, active = well fitted curve in the direction sought with a large enough effect; inconclusive = small, poorly fitted or top-dose-only effect, or another doubt; inactive = no such curve, though single readings can be large; an effect the other way counts as inactive or inconclusive.

| molecule | GLP1R cytotox | FUS yeast rescue | Mm-Cpn inhibitor | aSyn rescue | TDP43 rescue | Abeta rescue | PTHR1 ag | Akt phos inh | GLP1R inv ag |
| --- | --- | --- | --- | --- | --- | --- | --- | --- | --- |
| CN(C)C(CNC(=O)c1ccc([N+](=O)[O-])cc1Cl)c1ccco1 (configuration not stated) | 16% | 30% | 0% | -3% | -11% | 9% | i | i | 27% |
| Cc1oc(-c2ccccc2F)nc1CS(=O)CC(=O)NCc1ccccn1 (configuration not stated) | -10% | 34% | 1% | 4% | -11% | -1% | i | i | -4% |
| Cc1nn(-c2ccc(F)cc2)c2nc(N)c(C#N)c(-c3cccs3)c12 | -6% | 21% | ? | -2% | 9% | 10% | i | i | ? |
| CC(=O)c1ccc(C(=O)N(Cc2cccnc2)c2nc3c(Cl)cccc3s2)cc1 | -9% | ? | · | · | 16% | -38% | -77%[inhibitor] | · | -4% |
| O=C1CSC(c2ccc([N+](=O)[O-])cc2)N1Cc1ccccc1 (configuration not stated) | -2% | -29% | 0% | 5% | 27% | 7% | -4% | i | 7% |
| COc1nc(-c2ccc(Cl)cc2)ccc1-c1noc(-c2cccs2)n1 | -8% | 26% | -3% | 0% | -9% | 13% | -1%[57.5 µM] | i | 3% |
| C[C@@]12CCC=C[C@H]1[C@H](c1ccc3ccccc3c1/C=C/c1ccccc1)N(Cc1ccccc1)C2=O | 2% | -13% | 0% | 1% | -12% | -5% | 5% | i | 5% |
| N#Cc1ccccc1Cn1c(=O)n(Cc2ccc(C(=O)NCc3ccco3)cc2)c(=O)c2sccc21 | 0% | -7% | 1% | -4% | 21% | 14% | i | i | 13% |
| COC(=O)c1ccc(CSc2ncnc3sc(C)c(C)c23)o1 | 6% | 1% | -2% | 11% | -3% | 1% | i | i | 6% |
| Cc1ccc(NS(=O)(=O)c2ccc3c(c2)CCN3C(=O)CCC(=O)O)cc1Cl | 13% | 26% | -1% | 9% | -1% | -8% | i | i | -3% |
| COc1ccc(C(C)C)cc1-c1cc(C(=O)NCc2cc(C(F)(F)F)cc(C(F)(F)F)c2)[nH]n1 | -5% | -2% | · | ? | 14% | -18% | -16% | i | -19% |
| O=C(OCN1C(=O)c2ccccc2C1=O)c1ccco1 | 25% | -2% | 3% | 7% | -2% | -5% | i | i | 34%[activator] |
| CCCCNc1c(-c2ccc(-c3ccc(OC)cc3)c(OC)c2)nc2ccccn12 | -9% | 37% | -4% | -51%[inhibitor] | -92%[inhibitor] | -78%[inhibitor] | -94%[inhibitor] | i | ? |
| C[C@H](CCC(=O)O)[C@H]1CC[C@H]2[C@@H]3C(=O)C[C@@H]4CC(=O)CC[C@]4(C)[C@H]3CC(=O)[C@]12C | 1% | -31% | 1% | 6% | 0% | 5% | i | i | 7% |
| CC(=O)Nc1ccc(NC(=O)C(C)OC(=O)CCC(=O)c2ccc(F)cc2)cc1 (configuration not stated) | -12% | 10% | 1% | -3% | -2% | -33% | -14%[57.5 µM] | i | 23% |
| COC(=O)/C=C/C1=CN(Cc2ccccc2)CCC1=O | -1% | -2% | -1% | -6% | -6% | -14% | 4% | i | 19% |
| Cc1ccc(C)n1-n1cnc2sc3c(c2c1=O)CCCCC3 | 78%[activator] | 6% | 4% | -8% | 28% | -7% | 9%[57.5 µM] | i | ? |
| CC(NC(=O)C1CCCC1)c1ccc2c(c1)OCCO2 (configuration not stated) | 1% | -20% | 0% | 8% | 17% | 7% | -4%[57.5 µM] | i | -18% |
| CC(C)Cc1ccc(CN2CCCC(NC(=O)Cn3cnnn3)C2)cc1 (configuration not stated) | 6% | 8% | -3% | 0% | -15% | 1% | -43% | i | ? |
| NS(=O)(=O)c1ccc(CNC(=S)NCc2ccc(F)cc2)cc1 | 7% | 13% | 1% | 0% | 8% | -3% | i | i | -13% |
| Cc1csc(=Nc2cccnc2)n1Cc1ccco1 | 7%[7.66 µM] | -26% | 0% | 1% | -17%[9.22 µM] | -15% | 13% | i | 46%[activator][7.66 µM] |
| CCOC(=O)/C(=N\Nc1ccccc1)c1csc(Nc2ccc(C)cc2)n1 | ? | 4% | 0% | 0% | -20% | -6% | -2%[57.5 µM] | i | 0% |
| COc1ccc(S(=O)(=O)Nc2cc(C(=O)NC(C)C)ccc2N2CCOCC2)cc1 | ? | -5% | -1% | 6% | -6% | 11% | i | i | -23% |
| Cc1ccc(C)c(NC(=O)Cn2cc(C(=O)C3CC3)c3ccccc32)c1 | -16% | ? | -2% | -9% | -8% | -3% | i | i | ? |
| CC1(C)Cc2c(C#N)c(SCCC#N)nc(N3CCOCC3)c2CS1 | 1% | 33% | -7% | 13% | 25% | 2% | i | i | 69%[activator] |
| COC(=O)C1=C(N)Oc2cc(C)n(CCN3CCOCC3)c(=O)c2C1c1cccnc1 (configuration not stated) | -8% | 23% | -3% | -19% | -13% | 11% | i | i | 14% |
| O=c1[nH]c2ccc(Cl)cc2c(-c2ccccc2)c1CN1CCOCC1 | -7% | 11% | 0% | -21% | -8% | 10% | -8% | i | 47%[activator] |
| O=C(NCCN1CCN(Cc2ccccc2)CC1)c1ccc(CS(=O)(=O)c2ccc(Br)cc2)o1 | -9% | 19% | -4% | 3% | -18% | -1% | -4% | i | ? |
| COC(C(=O)Nc1ccc(NC(=O)C(OC)c2ccccc2)cc1)c1ccccc1 (configuration not stated) | -13% | 11% | -3% | -3% | -32%[1.82 µM] | 10% | i | i | -8% |
| CCSc1nnc(NC(=O)CSc2nc3c(c(=O)n2-c2ccccc2)SCC3)s1 | 1% | 7% | 0% | 4% | -2% | 0% | ? | i | 0% |
| COc1cccc(-c2ccc3ncnc(NCc4cc(C)cs4)c3c2)c1 | · | -3% | 0%&-3% | · | · | -34%[inhibitor] | -27% | · | · |
| CCCCCCSc1nsc(NC(C)=O)n1 | 83%[activator] | -23% | 0% | 2% | ? | 8% | -7%[57.5 µM] | i | 13% |
| CC1CCC2(CC1)NC(=O)N(CC(=O)NC1(C#N)CCCCC1)C2=O (configuration not stated) | 7% | 5% | 1% | -5% | -6% | -3% | i | i | 11% |
| COc1ccc(C(=O)NCCCc2ccccc2)cc1OC | 1% | 15% | 0% | 1% | 19% | 2% | i | i | 12% |
| Cc1ccc(S(=O)(=O)CCC(=O)OCC(=O)Nc2ncc(Cl)cc2Cl)cc1 | 4% | 21% | 1% | -9% | 12% | 3% | i | i | 0% |
| O=C(CSc1nnc(-c2ccco2)c(-c2ccco2)n1)c1ccccc1 | -15% | 44% | -1% | 0% | -18% | 2% | -9% | i | 1% |
| CC(C)(C)c1ccc(C(=O)N2CCC2(C)C(=O)Nc2ccc3[nH]ncc3c2)cc1 (configuration not stated) | -16% | 18% | · | 7% | 13% | ? | -59%[inhibitor] | i | -29% |
| CCn1c2ccccc2c2cc(/C=N/O)ccc21 | -6% | 14% | 0% | 8% | -4% | -4% | -11% | i | ? |
| COc1cc(CNS(=O)(=O)c2ccc3c(c2)CC(C)N3C(=O)C2CCC2)cc(OC)c1OC (configuration not stated) | 4% | 10% | 1% | 1% | -14% | 1% | -23% | i | -14% |
| CN1CCN(S(=O)(=O)c2ccc(NC(=O)c3ccco3)cc2)CC1 | 2% | -15% | · | 2% | 24% | 13% | i | i | 15% |
| CC(C)Cc1nc(SCC(=O)N2CCOCC2)c2c(=O)n(C)c(=O)n(C)c2n1 | -2% | 1% | 1% | 3% | 8% | -5% | -11% | i | 28% |
| CC1(C)N=C(N)N=C(N)N1c1ccc(OCC(=O)Nc2ccccc2)c(Cl)c1 | 2% | -4% | · | -3% | -5% | -10% | i | i | ? |

Another view of part of the listing above:
Second line of a record – GLP1R cytotox	FUS yeast rescue	Mm-Cpn inhibitor	aSyn rescue	TDP43 rescue	Abeta rescue	PTHR1 ag	Akt phos inh	GLP1R inv ag
> O=C(OCN1C(=O)c2ccccc2C1=O)c1ccco1
→ 25%	-2%	3%	7%	-2%	-5%	i	i	34%[activator]
> CCCCNc1c(-c2ccc(-c3ccc(OC)cc3)c(OC)c2)nc2ccccn12
→ -9%	37%	-4%	-51%[inhibitor]	-92%[inhibitor]	-78%[inhibitor]	-94%[inhibitor]	i	?
> C[C@H](CCC(=O)O)[C@H]1CC[C@H]2[C@@H]3C(=O)C[C@@H]4CC(=O)CC[C@]4(C)[C@H]3CC(=O)[C@]12C
→ 1%	-31%	1%	6%	0%	5%	i	i	7%
> CC(=O)Nc1ccc(NC(=O)C(C)OC(=O)CCC(=O)c2ccc(F)cc2)cc1 (configuration not stated)
→ -12%	10%	1%	-3%	-2%	-33%	-14%[57.5 µM]	i	23%

Source: PubChem BioAssay (National Center for Advancing Translational Sciences (NCATS))

A portion of the library; rates above refer to the full screens.
